L major viab = Leishmania major promastigote growth inhibition, primary screen; hit rate 9% among 200,000; Leishmania major promastigotes, resazurin fluorescence viability; inhibition, % at 10 µM; in the data active means inhibition above about 50%;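 further: promastigotes grown with compound for 44 hours at 28 °C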
bIAP act = bovine intestinal alkaline phosphatase activators, primary screen, biochemical, bovine IAP, CDP-star luminescence; purified bovine IAP, 30 min; stronger effect = higher value; fold of DMSO-control signal, blank-subtracted; activation factor at 20 µM; hit rate 0.17% among 200,000;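 active means activation factor of 2 or more at 20 µM, a signal rise over negative controls twice the positive control's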
TNAP inh noacc = human TNAP enzyme inhibitors, primary screen, biochemical, luminescent, no phosphate acceptor, uHTS; Alkaline phosphatase, tissue-nonspecific isozyme (Homo sapiens), P05186; purified TNAP, CDP-star luminescence, 30 min; inhibition, % at 20 µM; hit rate 0.26% among 200,000; AID 1012, 2008;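 active means tissue-nonspecific alkaline phosphatase inhibition above about 50% at 20 µM in the single-dose screen, limit read from the data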;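 further: 0% = DMSO negative control and 100% = EDTA positive control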
Target sequence (P05186 whole entry, looked up): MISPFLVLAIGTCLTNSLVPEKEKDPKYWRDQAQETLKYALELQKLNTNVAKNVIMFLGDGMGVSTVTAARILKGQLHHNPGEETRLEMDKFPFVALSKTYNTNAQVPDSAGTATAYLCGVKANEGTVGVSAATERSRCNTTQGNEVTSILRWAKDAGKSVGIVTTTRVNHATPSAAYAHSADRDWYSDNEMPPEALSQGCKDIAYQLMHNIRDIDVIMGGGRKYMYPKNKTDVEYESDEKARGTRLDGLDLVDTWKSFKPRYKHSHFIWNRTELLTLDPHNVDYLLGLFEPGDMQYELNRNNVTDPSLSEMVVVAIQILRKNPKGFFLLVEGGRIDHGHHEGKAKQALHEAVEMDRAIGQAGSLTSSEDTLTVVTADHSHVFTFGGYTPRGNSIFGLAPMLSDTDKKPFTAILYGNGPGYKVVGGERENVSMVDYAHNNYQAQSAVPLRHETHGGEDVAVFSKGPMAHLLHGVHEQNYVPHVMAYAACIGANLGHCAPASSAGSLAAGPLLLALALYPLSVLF
TNAP act hiacc = TNAP activators at high phosphate acceptor level, primary screen, biochemical, luminescence, uHTS | Alkaline phosphatase, tissue-nonspecific isozyme (Homo sapiens), P05186 | purified TNAP, CDP-star luminescence, 1 M DEA, 30 min; stronger effect = higher value; 0 = EDTA background, 1 = DMSO-only activity | activation factor at 20 µM | 200,000 tested, under 10 active;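 active means activation factor at least 2 at 20 µM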
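Assay system: human TNAP; Input: enzyme diluted 1/800 final; Reagent: CDP-star luminogenic substrate at 100 µM final; Timing: 30 min, room temperature; Signal: luminescence; Evaluation: TNAP activation factor scaled between EDTA and DMSO control wells.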
bIAP inh = bovine intestinal alkaline phosphatase inhibitors, primary screen, selectivity assay for TNAP inhibitor project, biochemical, bovine IAP, CDP-star luminescence; inhibition, % at 20 µM; 190,000 tested, under 10 active; purified bovine IAP, 30 min; alkaline phosphatase, intestinal [Bos taurus];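 active means over 50% inhibition of intestinal alkaline phosphatase at 20 µM in the single-dose screen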
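Assay system – bovine IAP enzyme · Quantity – bovine IAP at 1/65,000,000 final dilution · Detection – CDP-star luminescence signal · Times – 30 min reaction at room temperature · Also added – CDP-star substrate at 30 µM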
Diaphorase inh = diaphorase inhibitors and chemical oxidizers, primary screen, counter-screen for diaphorase-coupled primary assays, biochemical, uHTS, resorufin fluorescence | diaphorase resazurin-to-resorufin fluorescence, NADH, 16 min; bacterial (C. kluyveri) enzyme, not human | AID 1217, 2008 | hit rate 0.69% among 190,000 | inhibition, % at 20 µM;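 active means primary screen inhibition at 20 µM above a set limit, cut at about 50% in these data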;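 further: plate controls were DMSO with full reaction for no effect and wells lacking NADH for full effect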
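Test system: bacterial diaphorase enzyme (C. kluyveri); Quantity: 0.14 U/mL diaphorase, enzyme working solution; Times: reaction incubation of 16 min at room temperature; Measured by: fluorescence of resorufin formed from resazurin, Ex 544/Em 590 nm; Benchmarks: positive control minus NADH, DMSO neutral control.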
PMI activator = activators of human PMI, primary screen, biochemical, fluorescence intensity, near-Km mannose 6-phosphate. purified human PMI, coupled resazurin fluorescence, 20 min; stronger effect = higher value; 1 = vehicle control, 0 substrate-free wells. Mannose-6-phosphate isomerase (Homo sapiens), P34949. activation factor at 20 µM. hit rate 0.005% among 190,000;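 active means activation factor of 2 or more at 20 µM, relative to plate controls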
Target sequence (P34949 whole entry, looked up): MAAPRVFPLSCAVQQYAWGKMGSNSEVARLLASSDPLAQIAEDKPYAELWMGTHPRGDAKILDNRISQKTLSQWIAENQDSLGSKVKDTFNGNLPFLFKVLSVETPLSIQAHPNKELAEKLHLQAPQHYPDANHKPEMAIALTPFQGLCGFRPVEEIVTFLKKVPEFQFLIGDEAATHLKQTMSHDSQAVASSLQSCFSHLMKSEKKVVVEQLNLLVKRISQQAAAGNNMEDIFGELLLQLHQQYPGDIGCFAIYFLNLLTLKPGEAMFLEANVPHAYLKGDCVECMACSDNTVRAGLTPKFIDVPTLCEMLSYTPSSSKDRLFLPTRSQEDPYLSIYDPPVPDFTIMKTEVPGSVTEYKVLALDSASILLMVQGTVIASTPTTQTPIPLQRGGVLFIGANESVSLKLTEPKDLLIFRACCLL
Diaph act CS = compounds boosting diaphorase resazurin reduction – biochemical, uHTS, resorufin fluorescence, counter-screen for diaphorase-coupled primary assays, primary screen; Diaphorase/resazurin coupled assay, 16 min; stronger effect = higher value; 1 = vehicle wells, 0 = NADH-free wells; activation factor at 20 µM; hit rate 0.005% among 190,000; AID 1229, 2008;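 active means diaphorase activity raised at least twofold by the compound at 20 µM; inactive means activation factor below 2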
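Material: purified diaphorase enzyme from Clostridium kluyveri; Also added: 0.114 mM NADH and 0.1 mM resazurin, final amounts; Doses: single compound dose of 20 µM, 1% DMSO final; Times: 16 min enzyme reaction, ambient temperature; Detection: resorufin fluorescence, excitation 544 nm, emission 590 nm; Measure: increased resorufin signal from activators or reducing compounds.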
PMI act hi M6P = human PMI activators, high substrate, primary screen, biochemical, fluorescence intensity, near-saturating mannose 6-phosphate; coupled PMI enzyme assay, resazurin fluorescence, 20 min; stronger effect = higher value; 1 = untreated enzyme, 0 = substrate-free blank; activation factor at 20 µM; hit rate 0.34% among 190,000; AID 1216, 2008;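 active means activation factor of 2 or more at 20 µM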
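Test system: human PMI in coupled enzyme assay; Input: PMI at 15 ng/mL final; Medium: HEPES buffer, pH 7.4; Schedule: 20 min incubation at room temperature; Technique: resorufin fluorescence at Ex 544/Em 590 nm; Compound: 20 µM single dose; Probe or stimulus: Near-saturating mannose-6-phosphate, 1.0 mM.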
TNAP inh hiacc = human TNAP enzyme inhibitors, primary screen, biochemical, luminescent, high phosphate acceptor level, uHTS. Alkaline phosphatase, tissue-nonspecific isozyme (Homo sapiens), P05186. purified TNAP, CDP-star luminescence, 1 M DEA. inhibition, % at 20 µM. AID 1135, 2008. hit rate 0.03% among 200,000;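 active means over 50% inhibition of tissue-nonspecific alkaline phosphatase at 20 µM in the single-dose screen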;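 further: plate controls were DMSO wells for no effect and EDTA-quenched wells as full inhibition for full effect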
Numbers without * were called inactive; . = not tested or not shown.

mol,L major viab,bIAP act,TNAP inh noacc,TNAP act hiacc,bIAP inh,Diaphorase inh,PMI activator,Diaph act CS,PMI act hi M6P,TNAP inh hiacc
O=C(CSc1ncn[nH]1)NN(c1ccccc1)c1ccccc1,-4,0.8,-1,1,16,9,1,0.9,1.1,-3
O=[N+]([O-])c1ccc2c(c1)nc1n2CCN(C2CCCCC2)C1,25,1,2,1,-2,27,1.5,0.7,1.8,-3
CCOc1cccc(C(=O)Nc2cccc(-c3nnc(-c4ccc(C)cc4)o3)c2)c1,-1,0.9,-8,1,9,-7,1,1.1,1,2
Cc1ccccc1-c1nnn(CC(=O)NCc2ccc3c(c2)OCO3)n1,-3,0.8,-8,1,19,4,1,1,1,1
O=C(c1cccn(Cc2ccc(C(F)(F)F)cc2)c1=O)N1CCOCC1,2,1.1,-2,1,-5,1,1.2,1,1,-3
Nc1nnc(CCOc2ccccc2Cl)s1,0,1,3,1,1,-2,1,1,1,-2
CC(C)C(=O)NC(C)C(c1cccs1)N1CCN(c2ccccc2)CC1 (stereo unspecified),-3,0.9,-8,1,6,11,1,0.9,1,-2
COc1ccc(/C=N/Nc2ccc(C(F)(F)F)cc2[N+](=O)[O-])cc1,28,1.1,-1,0.8,-6,11,0.9,0.9,1,16
COc1ccc(N/C=C2/CCCCC2=O)cc1,7,1.1,-8,1,-10,16,0.8,0.8,0.8,-4
Cn1c(C(O)c2ccc(Cl)cc2)nc(Cl)c1Cl (stereo unspecified),-3,0.9,-12,1.1,12,24,1,0.8,1,-10
O=C(CCCCC(=O)NC1CCCC1)NC1CCCC1,-2,0.9,-8,1,14,12,1,0.9,1,0
COCCCNCC(=O)Nc1sc(C)c(C)c1C(=O)OC,-1,1.2,-2,1,-24,9,0.9,0.9,0.9,-3
CC1Cc2ccccc2N1C(=O)COC(=O)CNC(=O)c1ccc(Br)o1 (stereo unspecified),-7,1,-5,1,0,6,0.9,0.9,1,-1
O=C(CCC(=O)N1CCN(C2CCCCC2)CC1)Nc1nnc(C(F)(F)F)s1,-3,0.9,-12,1.1,6,14,1,0.9,0.9,-8
CCSc1nnc(NC(=O)CCc2ccc(OC)cc2)s1,-13,1.1,-3,1,-6,15,0.9,0.8,0.9,-2
COc1cccc(NC(=O)COC(=O)CNS(=O)(=O)c2c(F)cccc2F)c1,-5,0.9,-38,1,5,2,0.9,1,0.9,-1
O=C(Nc1cccc(S(=O)(=O)N2CCOCC2)c1)c1ccc(Cl)c([N+](=O)[O-])c1,9,1.1,0,1,-8,10,0.9,0.9,0.9,2
Cc1ccc(S(=O)(=O)NC(C(=O)Oc2ccc3ccc(=O)oc3c2)c2ccccc2)cc1 (stereo unspecified),-4,0.9,-10,1.1,5,22,1.3,0.8,1.1,-5
Oc1ccc(Br)cc1-c1ccn[nH]1,-2,0.9,-60,1,9,10,1.1,0.9,1,-3
CCCCNC(=O)CCCCCNS(=O)(=O)c1ccc(OC)cc1,-2,1,2,1,-3,0,1.1,1,1,-5
CCN(CC)S(=O)(=O)c1ccc(N2CCOCC2)c(NC(=O)c2ccc3ccccc3c2)c1,18,0.7,2,1,26,22,0.9,0.8,0.8,-1
COc1ccccc1NS(=O)(=O)c1ccc(Cl)c(NC(=O)c2sc3cc(Cl)ccc3c2Cl)c1,-6,1.1,-103,1,-6,14,1,0.9,1,-3
COc1cccc(/C=N/NC(=O)CO/N=C(\C)c2cccs2)c1OC,2,0.9,-9,1,6,12,1,0.9,1,-2
O=c1[nH]cnc2sc3c(c12)CCCCC3,5,1.1,2,1.1,-10,15,0.9,0.9,0.9,-8
O=C1CC(N2CCN(c3ccccn3)CC2)C(=O)N1CC(c1ccccc1)c1ccccc1 (stereo unspecified),43,0.9,-5,1,7,14,1,0.9,1.1,-2
Cc1ccc2oc(=O)c3cnn(CC(=O)NC4CCCCC4C)c3c2c1 (stereo unspecified),0,1,7,1,-1,-2,1.1,1,1,-2
OC[C@H]1O[C@@H](Oc2cc(O)cc(/C=C/c3ccc(O)cc3)c2)[C@H](O)[C@@H](O)[C@@H]1O,.,0.8,-9,1.1,18,21,1,0.8,1,-6
CC(C)(C)n1nc2c(c1NC(=O)c1cccs1)CS(=O)C2 (stereo unspecified),-6,0.9,-13,1.1,11,23,1.1,0.8,1,-9
Brc1ccc(-c2csc(NC3=NCCCCC3)n2)cc1,14,0.8,-6,1.1,16,13,1,0.9,1,-6
N#CCCn1ccc(NC(=O)c2ccc(Cl)cc2)n1,-3,1,-12,1,3,14,0.9,0.9,0.9,4

Further compounds follow:
mol,L major viab,bIAP act,TNAP inh noacc,TNAP act hiacc,bIAP inh,Diaphorase inh,PMI activator,Diaph act CS,PMI act hi M6P,TNAP inh hiacc
N/C(=N\OC(=O)Oc1ccccc1)c1ccc(Cl)cc1,-6,0.9,-19,1,12,8,1,0.9,1,-1
CCN(CC)C1CCN(C(=O)c2cc(COc3ccc(F)cc3Cl)on2)C1 (stereo unspecified),16,1,-9,1.1,2,10,0.9,0.9,1,-6
COc1ccc(-c2nnn(CC(=O)N(Cc3cccs3)C(C)C(=O)NCCC(C)C)n2)cc1OC (stereo unspecified),9,1.1,-28,1.1,-6,17,0.9,0.8,1,-12
Cc1nc(CNS(=O)(=O)c2cc(C)c(C)cc2C)cs1,-6,0.9,-4,1,7,4,0.9,1,0.9,-1
Cc1ccc(Cl)cc1N1CCN(C(=S)NCc2ccco2)CC1,-4,1.1,-14,1,-10,6,0.9,0.9,1,-2
COc1ccc(CCN2C(=O)C3CC(C)=C(C)CC3C2=O)cc1OC (stereo unspecified),0,1,-14,1.1,-3,11,1.1,0.9,1.1,-7
CCOC(=O)C(=CNCC(=O)OC)C(=O)OCC,-2,0.8,-2,1,17,11,0.9,0.9,0.9,-5
O=C(NC(=S)NCCCN1CCOCC1)c1ccco1,0,1,-16,1,0,-9,1.1,1.1,1.1,-3
CN(C)CCN1C(=O)NC(C)(c2ccc([N+](=O)[O-])cc2)C1=O (stereo unspecified),-7,1.1,-2,1,-8,11,0.9,0.9,0.9,0
Cn1ccnc1C1CCCCN1Cc1nc(Cc2cccc(C(F)(F)F)c2)no1 (stereo unspecified),66*,0.9,-6,1.1,8,24,0.9,0.8,0.9,-6
C[C@@H]1NC(=O)[C@H](CC(N)=O)NC(=O)c2cc([N+](=O)[O-])cc(I)c2OCC[C@@H](C(=O)NC(CC(=O)O)C(N)=O)NC1=O (stereo partly specified),-6,1,-4,1,-3,16,1.1,0.8,1.1,2
Cc1nc2ccccc2c(=O)n1/N=C/c1ccccc1,-1,1,-5,1,-2,0,1,1,1.1,-3
OCCN1CCN(c2ncnc3nc[nH]c23)CC1,-8,1.1,-18,1,-12,19,0.9,0.8,0.9,-4
COCCCN(C(=S)Nc1ccc(C)cc1Cl)C(C)c1ccncc1 (stereo unspecified),-3,0.9,-14,1.1,8,-1,0.9,1,1,-5
Cc1ccc(OCC(=O)NNC(=O)c2cc3ccccc3o2)cc1,-8,1,-130,1,-3,12,1,0.9,1,0
CC1(C)CC(=O)C/C(=N/Nc2nc3ccccc3s2)C1,-4,1.1,-26,1,-11,10,1.2,0.9,1,1
O=C(NCC1CCCO1)C(c1cccs1)N(Cc1ccccc1Cl)C(=O)c1ccc(-c2ccccc2)[nH]1 (stereo unspecified),100*,0.8,-11,1,18,14,0.8,0.9,0.9,-5
CN(C)C(CNS(=O)(=O)c1ccc(Br)cc1)c1cccnc1 (stereo unspecified),15,1,-6,1,2,2,1.1,1,1.1,0
CC1(C)CC(N2CCCC2)=CC(=[N+]2CCCC2)C1,99*,1,3,1,-4,11,0.7,0.9,0.9,1
Cc1ccccc1Cn1c(=O)n(CCC(=O)NCc2ccc3c(c2)OCO3)c(=O)c2ccccc21,-7,1,-12,1,4,-1,1,1,1,-1
CCOc1ccc(C(=O)NCC(=O)OC(C)C(=O)NCc2ccco2)cc1OCC (stereo unspecified),-4,1,-16,1.1,1,13,1,0.9,0.9,-6
O=C(CSc1nnc(NC(=O)c2ccco2)s1)Nc1ccc(F)cc1,-4,1,1,1,-3,6,0.9,0.9,0.9,1
COc1ccc([N+](=O)[O-])cc1N(CC(O)CN(C)C)S(=O)(=O)c1ccc(C)cc1 (stereo unspecified),-5,0.9,-9,1.1,8,16,0.9,0.8,0.9,-6
Cc1cc(C)nc(Nc2ccccc2Br)n1,-3,0.9,4,1,8,8,1,0.9,1,-4
COc1cccc(N(C(=O)CNC(=O)c2ccco2)C(C(=O)NC2CCCCC2)c2ccncc2)c1 (stereo unspecified),-2,1,-11,1.1,-5,20,0.9,0.8,0.9,-7
CCCOc1ccc(N/C=C/C(=O)C(C)(C)C)cc1,-6,0.9,-1,1.1,9,-12,0.8,1.1,0.9,-8
CC(=O)c1ccc(OC(=O)CCc2nc3ccccc3s2)cc1,-1,1,-14,1,-3,4,1.1,1,1.1,2

Reprinted at random: three records from the list, in no set order.
mol,L major viab,bIAP act,TNAP inh noacc,TNAP act hiacc,bIAP inh,Diaphorase inh,PMI activator,Diaph act CS,PMI act hi M6P,TNAP inh hiacc
COc1ccc(-c2nnn(CC(=O)N(Cc3cccs3)C(C)C(=O)NCCC(C)C)n2)cc1OC (stereo unspecified),9,1.1,-28,1.1,-6,17,0.9,0.8,1,-12
CCCOc1ccc(N/C=C/C(=O)C(C)(C)C)cc1,-6,0.9,-1,1.1,9,-12,0.8,1.1,0.9,-8
O=C(NC(=S)NCCCN1CCOCC1)c1ccco1,0,1,-16,1,0,-9,1.1,1.1,1.1,-3
